TIM10 inh = TIM10 yeast growth inhibition. S. cerevisiae TIM10 strain growth, BacTiter-Glo luminescence, 24 h. 330,000 tested, 1.4% active. inhibition, % at 10 µM. AID 463195;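 active = inhibition of 40% or more at the single tested concentration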;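 note: wild-type TIM10 isogenic control strain grown at permissive 25 °C; 0% = DMSO yeast wells and 100% = minimal medium wells without yeast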
XBP1 UPR activ = adaptive UPR (XBP1) activation. CHO-XBP1 luciferase reporter, IRE1-XBP1 UPR activation, luminescence; percent of tunicamycin response, DMSO as zero. activation, % at 20 µM. 330,000 tested, 0.33% active. AID 463104;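 active = versus positive control, 20 µM dose yields 30% or more activation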;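 note: 100% = tunicamycin at 10 µg/mL and 0% = DMSO only wells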
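Material: CHO-XBP1 cells stably carrying IRE1-XBP1-driven luciferase reporter / Amount: 1000 cells per well / Compound: 20 µM, 1% DMSO / Times: 6 h treatment, 37 °C / Detection: luciferase luminescence / Measure: % activation of reporter signal versus tunicamycin and DMSO controls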
tim10-1 inh = tim10-1 yeast growth inhibition; inhibition, % at 20 µM; S. cerevisiae tim10-1 ts strain growth, BacTiter-Glo, 24 h; 330,000 tested, 2.2% active; AID 463190;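 active = inhibition of at least 40%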;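 note: mutant grown at 25 °C; 0% = DMSO wells with yeast and 100% = wells holding no yeast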
UPR CHOP act = activators of apoptotic arm of unfolded protein response (CHOP); 330,000 tested, 0.34% active; CHO-CHOP luciferase reporter, UPR activation, luminescence; percent of tunicamycin response over DMSO baseline; activation, % at 10 µM; AID 449763;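 active = at 10 µM dose, activation of 40% or more, normalized to positive control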;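 note: 100% = tunicamycin at 10 µg/mL and 0% = DMSO alone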
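System: CHO-CHOP luciferase reporter cell line; amount: 500 cells/well; buffer or medium: F12 medium containing 10% fetal bovine serum; incubation: 6 h compound exposure at 37 °C after overnight seeding; measured by: luciferase luminescence after 10 min with Steady-Glo reagent; evaluation: % reporter activation, DMSO baseline versus tunicamycin full activation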
APJ antagonist = antagonists of human APJ apelin receptor; inhibition, % at 20 µM; AID 2521; CHO-K1 APJ beta-arrestin complementation, luminescence; 330,000 tested, 0.32% active; P35414;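 active = inhibition above about 40% at 20 µM, limit read from the data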;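 note: cells challenged with 10 nM apelin-13 agonist together with compound; plate controls were apelin-13 plus DMSO wells for no effect and DMSO wells lacking apelin-13 for full effect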
Target sequence (P35414 whole entry, looked up): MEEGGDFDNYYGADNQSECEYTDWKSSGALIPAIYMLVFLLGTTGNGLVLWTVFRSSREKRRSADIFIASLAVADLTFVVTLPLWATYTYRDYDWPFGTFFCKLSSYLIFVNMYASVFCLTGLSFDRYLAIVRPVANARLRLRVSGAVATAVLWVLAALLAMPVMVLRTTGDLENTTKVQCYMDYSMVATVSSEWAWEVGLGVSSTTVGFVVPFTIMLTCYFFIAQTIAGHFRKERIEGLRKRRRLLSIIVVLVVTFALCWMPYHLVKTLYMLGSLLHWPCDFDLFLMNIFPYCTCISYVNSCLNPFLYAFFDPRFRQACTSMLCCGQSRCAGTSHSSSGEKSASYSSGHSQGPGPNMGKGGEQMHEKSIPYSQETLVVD
tim23-1 inh = growth inhibitors of tim23-1 mutant yeast | 330,000 tested, 1.3% active | inhibition, % at 20 µM | AID 463212 | S. cerevisiae tim23-1 growth, BacTiter-Glo luminescence, 24 h;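 active = growth inhibition of the mutant yeast at or above 50%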;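 note: temperature-sensitive mutant grown at 25 °C; plate controls were DMSO-treated mutant yeast for no effect and medium wells lacking yeast for full effect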
CXCR6 inh = CXCR6 (human) receptor inhibition; inhibition, % at 20 µM; CHO-K1 PathHunter CXCR6 beta-arrestin, luminescence; O00574; 360,000 tested, 0.36% active; in the data active = inhibition above about 34%, passing the limit was not always enough;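 note: antagonist mode with CXCL16 agonist at 10 nM final; 0% = 10 nM CXCL16 with DMSO and 100% = unstimulated wells without agonist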
Target sequence (O00574 whole entry, looked up): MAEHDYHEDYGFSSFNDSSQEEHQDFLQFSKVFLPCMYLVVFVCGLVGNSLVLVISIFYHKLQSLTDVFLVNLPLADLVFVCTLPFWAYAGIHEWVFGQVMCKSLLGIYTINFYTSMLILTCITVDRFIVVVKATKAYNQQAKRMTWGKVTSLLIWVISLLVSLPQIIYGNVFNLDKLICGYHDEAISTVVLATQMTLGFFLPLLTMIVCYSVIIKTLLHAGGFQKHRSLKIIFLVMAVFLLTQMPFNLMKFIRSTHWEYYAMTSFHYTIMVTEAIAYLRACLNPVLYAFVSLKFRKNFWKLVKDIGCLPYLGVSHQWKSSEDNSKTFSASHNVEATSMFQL
APJ agonist = agonists of human APJ apelin receptor; P35414; CHO-K1 APJ PathHunter beta-arrestin, luminescence; 0% DMSO wells, 100% apelin; activation, % at 20 µM; 330,000 tested, 0.11% active; AID 2520;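 active = activation more than six SD over the plate average, tested at 20 µM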;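 note: 0% = DMSO alone and 100% = apelin-13 at 10 nM; some results filed as inactive read as strong as hits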
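Material: CHO-K1 APJ beta-arrestin complementation cell line; Input: cell density 1000 per well; Incubation: compound stimulation 90 min at 25 °C, detection 60 min; Signal: luminescence from split beta-galactosidase complementation, Galacton Star/Emerald II substrate; Controls: DMSO-only wells as negative, 10 nM Apelin-13 as positive control.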
Mdm2-MdmX inh = disrupts the human Mdm2-MdmX interaction; inhibition, % at 8 µM; 330,000 tested, 3% active; SaOS-2 split-luciferase Mdm2/MdmX complementation, luminescence;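 active = inhibition of at least 50% at 8 µM in the primary screen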
* = called active by the depositor. These rows are one share of the data; rates above refer to the full screens.

SMILES | TIM10 inh | XBP1 UPR activ | tim10-1 inh | UPR CHOP act | APJ antagonist | tim23-1 inh | CXCR6 inh | APJ agonist | Mdm2-MdmX inh
COc1ccc(NC(=O)COCC(=O)Nc2ccc(C)cc2)cc1 | -6 | -4 | 16 | 1.3 | 17 | 15 | 6 | -1 | -2
O=C(NCCNC(=O)c1ccc(Cl)cc1Cl)c1ccccn1 | -14 | 0 | 5 | -2.1 | 5 | -9 | -6 | -2 | -2
Cc1ccc(NC(=O)c2sc3nc4c(c(-c5ccco5)c3c2N)CCC4)cc1 | -4 | 1 | 37 | 2.1 | 6 | 5 | 4 | -5 | 30
CNC(=O)CC1C(=O)N(c2ccc(OC)cc2)C(=S)N1NC(=O)c1cccc(F)c1 (stereo not drawn) | 7 | -2 | 1 | 1.0 | -6 | 5 | 2 | 4 | -30
CC(C)[C@H](NC(=O)c1ccccc1)C(=O)O | -16 | -2 | 5 | 0.6 | -11 | 22 | -5 | 0 | -8
O=C(CCC(=O)Nc1ccccc1Cl)NNC(=O)c1ccco1 | -2 | -3 | 6 | 3.2 | -15 | 22 | -5 | 5 | 2
COc1ccc(NC(=O)COC(=O)Cn2cnc3ccccc3c2=O)cc1OC | -11 | -3 | 5 | 1.3 | -19 | -3 | -4 | -4 | -8
CC(=O)NC(Cc1c[nH]c2ccccc12)C(=O)NCCc1ccccc1 (stereo not drawn) | -15 | -1 | -6 | 2.2 | 16 | 2 | 5 | -3 | 27
Cc1cc(C)c(C#N)c(SCC2COc3ccccc3O2)n1 (stereo not drawn) | -7 | 1 | 17 | 0.7 | 12 | 12 | -2 | 0 | 28
O=S(=O)(Nc1ncnc2sc3c(c12)CCC3)c1ccc(Cl)s1 | 23 | 2 | 18 | -0.7 | 18 | 17 | 1 | -20 | -5
COc1ccc2oc(C(=O)OC/C(O)=C(\C#N)c3nc4ccccc4[nH]3)c(C)c2c1 | -10 | 0 | -7 | -1.5 | -3 | -13 | 3 | -1 | 43
CSc1nsc(SC)c1NC(=O)OCCc1ccccn1 | 9 | 0 | 22 | -0.5 | -2 | 25 | -1 | 0 | 11
COc1cccc(Nc2ncccc2C(=O)O)c1 | -4 | 0 | 4 | 0.3 | 2 | -1 | 3 | -3 | 11
CCOC(=O)N1CCN(C(=O)Cc2ccc(-n3c(=S)[nH]c4ccccc4c3=O)cc2)CC1 | 9 | -3 | 19 | -0.2 | 17 | -1 | -8 | -3 | 17
CCOC(=O)c1cc(-c2ccccc2)n(CCC(=O)N2CCN(c3ccc(OC)cc3)CC2)c1C | 18 | -4 | 35 | -1.3 | -6 | 32 | -3 | 0 | -12
CCn1cc(Br)c(C(=O)Nc2ccc(Cl)cc2Cl)n1 | 20 | 6 | 39 | -0.1 | -11 | 94* | -1 | -4 | 15
c1ccc(Cn2nnc3c(N4CCN(Cc5ccc6c(c5)OCO6)CC4)ncnc32)cc1 | 25 | -4 | 26 | -1.0 | -29 | 16 | 6 | -5 | 28
CCS(=O)(=O)Nc1cccc(-c2nc3cccnc3s2)c1C | -8 | -2 | 16 | 3.2 | 10 | 14 | 3 | -3 | -21
CCc1ccc(S(=O)(=O)Nc2cc3c(cc2N2CCOCC2)n(C)c(=O)c(=O)n3C)cc1 | 5 | -3 | -8 | 4.5 | -7 | 14 | 0 | -1 | 22
Cc1ccc(S(=O)(=O)/N=C(\N)c2ccc(F)cc2)cc1 | -9 | 2 | -3 | -0.5 | 39 | 22 | 1 | -2 | -3

Results in UPR CHOP act, Mdm2-MdmX inh and APJ antagonist, for some of the entries so far:
canonical_smiles,UPR CHOP act,Mdm2-MdmX inh,APJ antagonist
CC(=O)NC(Cc1c[nH]c2ccccc12)C(=O)NCCc1ccccc1 (stereo not drawn),2.2,27,16
Cc1cc(C)c(C#N)c(SCC2COc3ccccc3O2)n1 (stereo not drawn),0.7,28,12
O=S(=O)(Nc1ncnc2sc3c(c12)CCC3)c1ccc(Cl)s1,-0.7,-5,18
COc1ccc2oc(C(=O)OC/C(O)=C(\C#N)c3nc4ccccc4[nH]3)c(C)c2c1,-1.5,43,-3
CSc1nsc(SC)c1NC(=O)OCCc1ccccn1,-0.5,11,-2
COc1cccc(Nc2ncccc2C(=O)O)c1,0.3,11,2

Given as labelled records: part of the list above
Molecule: COc1ccc(NC(=O)COC(=O)Cn2cnc3ccccc3c2=O)cc1OC
  TIM10 inh: -11 | XBP1 UPR activ: -3 | tim10-1 inh: 5 | UPR CHOP act: 1.3 | APJ antagonist: -19 | tim23-1 inh: -3 | CXCR6 inh: -4 | APJ agonist: -4 | Mdm2-MdmX inh: -8
Molecule: CC(=O)NC(Cc1c[nH]c2ccccc12)C(=O)NCCc1ccccc1 (stereo not drawn)
  TIM10 inh: -15 | XBP1 UPR activ: -1 | tim10-1 inh: -6 | UPR CHOP act: 2.2 | APJ antagonist: 16 | tim23-1 inh: 2 | CXCR6 inh: 5 | APJ agonist: -3 | Mdm2-MdmX inh: 27

Next part
SMILES | TIM10 inh | XBP1 UPR activ | tim10-1 inh | UPR CHOP act | APJ antagonist | tim23-1 inh | CXCR6 inh | APJ agonist | Mdm2-MdmX inh
O=C(O/N=C1\CCCc2ccccc21)c1ccc(F)cc1 | 17 | 4 | 22 | 3.7 | -1 | 12 | 8 | -5 | -15
COc1ccc(C(CNC(=O)c2ccc(S(=O)(=O)Nc3ccccc3C)cc2)N2CCOCC2)cc1 (stereo not drawn) | -8 | -1 | -1 | 0.9 | 14 | -1 | -2 | 10 | 13
Cc1cccc(CCNC(=O)CCCOc2cc(=O)n(C)c3ccccc23)c1 | 3 | 0 | 13 | 2.0 | 19 | 3 | 8 | -1 | 19
CC1CC(C)CN(C(=O)COC(=O)c2ccc(N3CCCC3=O)cc2)C1 (stereo not drawn) | -2 | -1 | 6 | -2.0 | 5 | 12 | -7 | -3 | 8
COc1ccc(/C=N/Nc2nccnc2Cl)cc1 | 14 | -5 | 12 | -4.6 | 6 | 30 | -4 | -2 | -45
COc1ccccc1NC(=O)c1ccccc1NC(=O)c1ccccc1C(=O)O | -10 | -2 | -17 | -1.3 | -3 | -5 | 3 | -1 | 9
CCCCSCc1[nH]c(=O)[nH]c1C(=O)CCCCC(=O)OCC | 4 | -1 | 1 | -0.2 | -3 | 1 | 1 | -2 | 37
CN(c1ccc(C(=O)O)cc1)S(=O)(=O)c1ccc(Cl)cc1 | -26 | -4 | 1 | -1.3 | -6 | 2 | 0 | 1 | 15
CCOC(=O)Cc1nnc(NC(=O)C(CC)Sc2nncn2C)s1 (stereo not drawn) | -19 | 3 | 6 | -1.8 | 10 | 10 | 0 | -3 | 9
O=S(=O)(Nc1ccc(N2CCOCC2)nn1)c1ccccc1 | 11 | -1 | -3 | -1.1 | 31 | 0 | 2 | -3 | 29
O=C(COc1ccc(F)cc1)N(c1ccccn1)C1CCCCC1 | 19 | -2 | 17 | 2.5 | -1 | 25 | 11 | 0 | 1
COc1ccc(C(=O)CCN2CCCC(C)C2)cc1 (stereo not drawn) | -9 | -7 | 28 | -1.9 | 16 | 19 | 4 | -1 | 11
CSCC[C@H](NC(=O)[C@@H]1CSC2c3ccccc3C(=O)N21)C(=O)N1CCC[C@H]1CO (stereo partly drawn) | 11 | -5 | 22 | 0.0 | -10 | 15 | 3 | -2 | 16
NC(=O)CSc1nnc2ccc(-c3ccc(Cl)cc3)nn12 | 22 | 3 | 15 | 0.3 | -6 | 11 | -7 | 1 | 10
CCn1c(COc2cccc(C)c2)nnc1SCC(=O)CC(=O)Nc1ccccc1OC | 19 | -1 | 48* | 1.7 | -4 | 21 | 2 | -2 | -26
O=C(O)Cn1nc(C(F)(F)F)c2c1CCCC2 | -2 | 2 | 15 | 2.1 | 21 | 7 | -1 | -2 | -3
CCOC(=O)CSc1nc(-c2ccccc2)nc2ccc(C)cc12 | 14 | -1 | -5 | 1.5 | -11 | 4 | -4 | -3 | -14
Cc1ccc(C)c(Cn2nnc3c(=O)[nH]c(C4CCCN(C(=O)c5cccs5)C4)nc32)c1 (stereo not drawn) | -12 | -1 | 4 | 2.7 | 1 | 13 | -3 | 2 | 22
O=C(NC(Nc1ccc(F)cc1)(C(F)(F)F)C(F)(F)F)c1cccnc1 | 10 | -1 | 0 | 2.0 | 2 | 0 | 1 | 2 | -14
COc1ccc(CCNc2nc(C)c(C(C)=O)s2)cc1OC | 15 | -5 | -3 | 2.4 | 12 | 12 | -2 | -2 | 34
CSc1ccccc1NC(=O)Nc1cccc(Cl)c1Cl | 16 | 10 | 16 | 2.1 | -9 | 21 | -2 | 2 | 23
CN1C(=O)c2ccccc2N(C)C1c1ccccc1Cl (stereo not drawn) | 13 | -2 | -2 | -0.2 | 11 | 12 | 7 | -5 | 8
CC(NC(=O)c1cc(-c2cccs2)on1)c1ccccc1 (stereo not drawn) | -34 | 1 | 6 | 0.8 | -13 | -16 | 1 | 0 | -10
O=C(CSc1nnc(CNC(=O)c2ccccc2)o1)NCc1ccccc1Cl | 0 | -5 | 6 | 0.2 | -9 | 11 | 9 | 6 | 6
CCN(Cc1ccncc1)C(=O)CCc1nnc(CCc2ccc(OC)cc2)o1 | -16 | -2 | 9 | 0.1 | -5 | 5 | 0 | 1 | -2
Cc1cc(Cl)ccc1C(=O)C1CCCN(C(=O)CN2CCOC2=O)C1 (stereo not drawn) | 8 | 1 | -6 | 0.3 | -9 | 2 | -3 | -4 | 15
CC(O)c1ccc(Oc2cnccn2)cc1 (stereo not drawn) | 3 | -4 | 0 | 0.0 | 9 | -5 | 2 | -4 | 10
CCOC(=O)N/N=C1\CC(C)CC(C)(C)C1 (stereo not drawn) | -2 | 0 | -11 | 1.9 | 5 | -2 | 7 | -4 | 9
O=C(C1CC1)N1N=C(c2ccccc2)CC1(O)C(F)(F)F (stereo not drawn) | -2 | -1 | -8 | -1.6 | 17 | 28 | 8 | 1 | -6
CC1(c2ccccc2)NC(=O)N(CC(=O)Nc2cccc(/C=C/c3ccccn3)c2)C1=O (stereo not drawn) | 2 | -2 | 7 | 2.4 | -5 | 10 | 4 | 1 | 0
